Screens deposited in PubChem by several laboratories.
Runt-SMMHC FRET: inhibitors of RUNX1 Runt–CBFb-SMMHC binding, primary screen, biochemical, FRET, Cerulean-Runt, Venus-CBFb-SMMHC, uHTS; Runt-related transcription factor 1 (Homo sapiens) + Core-binding factor subunit beta …; Cerulean-Runt/Venus-CBFb-SMMHC FRET ratio 530/480, 1 h; inhibition, % at 20 µM; 220,000 tested, 0.74% active; AID 1434, 2008;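 active = mean inhibition across duplicate retests at 20 µM reaching about 50%, limit read from the data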;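 note: 0% = DMSO wells and 100% = wells with excess untagged CBFb-SMMHC; inhibitors lower the FRET ratio by blocking Runt binding to CBFb-SMMHC; some results filed as inactive read as strong as hits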
TbHK1 inh: Trypanosoma brucei hexokinase 1 inhibitors, primary screen, biochemical, G6PDH-coupled NADH absorbance, MLSCN library | inhibition, % at 10 µM | 220,000 tested, 0.11% active | AID 1430, 2008 | recombinant TbHK1, G6PDH-coupled NADH A340 | hexokinase 1 [Trypanosoma brucei];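 active = inhibition of 50% or more in the single-dose primary screen; inactive = inhibition below 50%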
zVAD death inh: inhibitors of zVAD-triggered necroptosis, primary screen, L929 cells; L929 zVAD necroptosis rescue, ATP luminescence, 24 h; with zVAD 60 µM; viability rescue, % at 10 µM; 220,000 tested, 0.38% active;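 active = activation, scaled between plate controls, above about 75%, limit read from the data; inactive = activation under that limit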;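 note: 0% = zVAD with DMSO and 100% = DMSO alone without zVAD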
EBV gp42 inh: Epstein-Barr virus gp42 inhibitors, primary screen, biochemical, uHTS, fluorescence polarization; Glycoprotein 42 (Epstein-Barr virus (strain AG876)), Q1HVG2; Fluorescence polarization binding assay, mP read-out; 220,000 tested, 0.42% active; inhibition, % (tested at 21.74 µM); in the data active = inhibition above about 50%
Target sequence (Q1HVG2 whole entry, looked up): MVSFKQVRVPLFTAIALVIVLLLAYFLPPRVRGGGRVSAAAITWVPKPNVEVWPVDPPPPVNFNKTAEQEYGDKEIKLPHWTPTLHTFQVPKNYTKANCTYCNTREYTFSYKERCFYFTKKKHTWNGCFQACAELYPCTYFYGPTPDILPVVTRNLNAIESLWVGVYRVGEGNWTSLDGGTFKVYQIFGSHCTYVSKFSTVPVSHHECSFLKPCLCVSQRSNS
NCF1 inh: p47phox/p22phox peptide binding inhibitors, primary screen, biochemical, uHTS, NADPH oxidase regulatory subunit; Neutrophil cytosol factor 1 (Homo sapiens), P14598; fluorescence polarization, 2 h; inhibition, % at 24.7 µM; 220,000 tested, 0.53% active;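 active = inhibition above about 30%, limit read from the data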;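 note: 0% = p47phox with labelled peptide and 100% = labelled peptide alone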
Runt-CBFb FRET: inhibitors of RUNX1 Runt–CBFb binding, primary screen, biochemical, FRET, Cerulean-Runt, Venus-CBFb, uHTS | Cerulean-Runt/Venus-CBFb FRET ratio 530/480, 1 h | inhibition, % at 20 µM | 220,000 tested, 0.46% active | AID 1496, 2009;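 active = inhibition over about 50% at 20 µM in the single-dose screen, limit read from the data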;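 note: 0% = DMSO wells and 100% = excess unlabeled CBFb competitor control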
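Measured by: fluorescence energy transfer, 422 nm excitation, 530/480 nm emission; test system: Cerulean-tagged RUNX1 Runt domain (FRET donor) fusion protein; buffer or medium: Tris pH 7.5 buffer with BSA; compound: one dose, 20 µM compound, 1% DMSO; times: two 1 h room-temperature incubations shielded from light; benchmarks: unlabeled CBFb 5 µM, positive control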
MDM2 E3 inh: MDM2-luciferase reporter signal enhancers, primary screen, MDM2 E3 ligase inhibitor project, cell-based, luminescence, 1536-well | signal enhancement, % at 5 µM | 210,000 tested, 0.11% active | cell-based MDM2 ubiquitination luciferase reporter, 2 h; 0 = plate control, 100 = twice control, blank-subtracted | AID 1230, 2008 | E3 ubiquitin-protein ligase Mdm2 (Homo sapiens), Q00987;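 active = signal enhancement of 30% or more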;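 note: luminescence tracks abundance of the self-degrading MDM2-luciferase fusion protein; higher signal means inhibition of MDM2 E3 ligase activity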
Target sequence (Q00987 whole entry, looked up, the tested form may be a part): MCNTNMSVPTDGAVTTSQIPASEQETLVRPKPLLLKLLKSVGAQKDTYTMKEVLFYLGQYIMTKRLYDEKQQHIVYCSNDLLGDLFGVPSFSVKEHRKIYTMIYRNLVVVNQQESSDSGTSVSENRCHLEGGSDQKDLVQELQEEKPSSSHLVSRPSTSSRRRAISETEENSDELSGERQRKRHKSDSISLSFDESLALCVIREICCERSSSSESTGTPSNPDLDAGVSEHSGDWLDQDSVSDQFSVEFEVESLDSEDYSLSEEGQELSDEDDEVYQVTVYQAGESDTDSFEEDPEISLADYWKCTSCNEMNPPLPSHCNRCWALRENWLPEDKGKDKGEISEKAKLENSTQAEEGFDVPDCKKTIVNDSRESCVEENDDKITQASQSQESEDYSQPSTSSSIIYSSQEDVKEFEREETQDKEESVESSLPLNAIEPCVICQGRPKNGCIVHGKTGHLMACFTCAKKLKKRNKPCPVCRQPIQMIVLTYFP
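Assay system: mammalian cells stably expressing self-ubiquitinating, self-degrading MDM2 E3–luciferase fusion. Quantity: 2000 cells in each well. Medium: DMEM culture medium. Compound dosing: single-point 5 µM. Timing: cell settling 4 h, compound treatment 2 h, both 37 °C. Technique: luciferase luminescence. Read-out basis: percent signal gain over controls, blank-subtracted. Benchmarks: plate controls and plate blanks.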
14-3-3 Bad PPI: inhibitors of 14-3-3 zeta/Bad binding, primary screen, biochemical, TR-FRET, bovine 14-3-3 zeta | inhibition, % at 21.7 µM | TR-FRET 14-3-3zeta/Dy647-pBad peptide displacement, 1 h | 220,000 tested, 0.71% active;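 active = inhibition above about 70%, limit read from the data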;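 note: 0% = full 14-3-3 plus peptide FRET controls and 100% = background without 14-3-3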
Target sequence (P63103 whole entry, looked up): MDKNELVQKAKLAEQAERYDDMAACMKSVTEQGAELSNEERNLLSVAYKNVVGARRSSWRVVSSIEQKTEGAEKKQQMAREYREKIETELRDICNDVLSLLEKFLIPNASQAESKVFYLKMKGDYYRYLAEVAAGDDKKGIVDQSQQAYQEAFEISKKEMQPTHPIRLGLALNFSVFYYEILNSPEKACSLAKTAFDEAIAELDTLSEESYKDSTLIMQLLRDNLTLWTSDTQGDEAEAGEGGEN
Hck Nef HTS: inhibitors of Nef-activated human Hck kinase, primary screen, biochemical, Z-Lyte FRET, 384-well, Hck-YEEI; Recombinant Hck-YEEI plus Nef, Z-Lyte FRET kinase assay; 220,000 tested, 0.68% active; inhibition, % at 20 µM; AID 463187, 2010;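 active = Hck-Nef kinase inhibition above about 50%, limit read from the data; inactive = inhibition below that limit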;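 note: 0% = DMSO with Hck plus Nef and 100% = Hck alone without Nef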
* marks the source's active call; other numbers are inactive results; · = not tested or not shown; [ ] = remark or other dose.

Sequence of screens – zVAD death inh, NCF1 inh, MDM2 E3 inh, Runt-SMMHC FRET, TbHK1 inh, Hck Nef HTS, 14-3-3 Bad PPI, Runt-CBFb FRET, EBV gp42 inh
> Cc1ccc(S(=O)(=O)N2CCCC2)cc1C(=O)O
→ 0.5, 0, -17, -9, -3, -1, -1, 2, -18
> Nc1nnnn1/N=C/c1ccccn1
→ -0.8, -3, ·, -7, -3, 5, -17[fluorescence artefact?], 0, -23
> COc1ccc(OCC(=O)NC(=S)Nc2ccccc2F)cc1
→ 0.0, -5, -7, 4, 32, 0, -24[fluorescence artefact?], 2, -2
> CCN1CCN(C(=S)Nc2ccc([N+](=O)[O-])cc2)CC1
→ -0.3, -14, -10, -2, -24, 2, -4, 2, 1
> COC(=O)c1sccc1NC(=O)c1ccc(Br)o1
→ 0.7, -10, -17, 2, -5, 2, -6, -2, -3
> COc1ccc(-c2noc(Cc3cccs3)n2)cc1
→ -0.4, -13, -18, -2, 2, 1, -8, -3, -11
> COc1ccc(Nc2nc(NCc3ccco3)nc(N/N=C/c3ccccc3)n2)cc1
→ 1.7, 2, -6, -7, -2, 0, 81*, 2, -1
> COc1cc(CNCCNC(=O)c2nonc2N)ccc1OCc1ccc(Cl)nc1
→ 0.4, -3, 13, 2, 0, 20, -16, 1, -22
> O=C(NCCc1c[nH]c2ccc(Cl)cc12)c1ccc([N+](=O)[O-])cc1
→ -1.0, -6, ·, -4, -4, 14, 3, -3, -4
> O=c1[nH]c(Cc2ccccc2Cl)nc2ccccc12
→ 1.1, -4, -1, -1, -3, 23, -17, 1, -9
> CC(C)CC(=O)NC(c1ccccc1Cl)c1c(O)ccc2ccccc12 (configuration not stated)
→ -0.3, -8, -5, -5, -2, 2, -5[fluorescence artefact?], 3, -6
> COC(=O)C1=C(N)Oc2cc(C)n(CCCn3ccnc3)c(=O)c2C1c1ccc(Cl)cc1 (configuration not stated)
→ -0.3, -10, -10, 4, 2, 2, 0[fluorescence artefact?], -1, -4
> C/C(=N\Nc1nc2ccccc2[nH]1)c1ccc(N2CCOCC2)cc1
→ 17, -9, -30, 0, -35, 11, -6, 0, -4
> CCOc1cc(/C=N/NC(=O)C(=O)NCCCOC(C)C)cc(Br)c1O
→ 0.2, -8, -12, 9, 21, -2, -4, 2, -11
> Cc1ccc(C(=O)N(C)c2ccc(OCC(=O)N3c4ccc(C)cc4C4CN(C)CCC43)cc2)cc1 (configuration not stated)
→ -0.4, -2, -12, -2, -2, -4, -4, -4, 4
> Cc1ccsc1C(=O)NCCC(c1ccccc1)c1ccccc1
→ 0.1, 1, -10, 0, 2, 2, 11, 2, 4
> O=C(O)/C=C/C(=O)Nc1ccc(O)cc1
→ 1.6, 7, -1, -6, -1, 2, 3, 4, -9
> COCCNC(=O)C(C)N1c2cccc3cccc(c23)S1(=O)=O (configuration not stated)
→ -1.1, 4, -2, -3, -5, 10, -9, 2, -6
> C#CCn1c(=NC(=O)c2ccc(S(=O)(=O)N3CCc4ccccc4C3)cc2)sc2cc(S(N)(=O)=O)ccc21
→ 0.3, 1, -7, -6, -32, 27, 59[fluorescence artefact?], -4, -28
> CCOC(=O)Cn1c(=O)oc2cc(S(=O)(=O)N3CCc4ccccc43)ccc21
→ 0.2, -13, -7, -1, -3, -1, 8, 1, 6
> O=C(c1ccco1)N1CCN(CCOCCOc2cccc3ccccc23)CC1
→ -1.2, -2, -21, 1, -12, 9, 66[fluorescence artefact?], 2, -3
> Cc1cc(C)nc(NC(=O)c2c(Cl)cccc2Cl)n1
→ -0.3, -9, -17, -6, -6, 15, -5, 0, -24
> Clc1ccccc1Oc1cnc2ccccc2n1
→ -0.1, -1, 0, 2, 1, -2, 19[fluorescence artefact?], -2, -1
> Cc1cc(C)c(S(=O)(=O)c2ccccc2)c(OC(=O)c2ccc(Cl)cc2Cl)n1
→ 0.4, 0, -6, -2, -11, 2, 34, 1, -6
> CC(C)CCN(C(=S)NC(=O)C1CCCCC1)c1c(N)n(Cc2ccccc2)c(=O)[nH]c1=O
→ -0.9, -3, -17, -3, 8, 10, -4, 2, 0
> CNC(=O)NC(=O)COC(=O)c1ccccc1OCc1ccccc1
→ 3.1, -1, -4, 3, 0, 2, -6, 0, -7
> COc1ccc(NC(=O)C(=O)N/N=C(\C)CC(=O)Nc2cc(C)ccn2)c(OC)c1
→ 0.3, -3, -8, 11, -8, 31, -4, 0, -23
> Cc1onc(-c2c(Cl)cccc2Cl)c1NC(=O)NN(C)c1ccc([N+](=O)[O-])cn1
→ 0.1, -4, -2, 1, -41, 16, 1, 1, -13
> Cc1cc(N2CCCCC2)nc(N2CCOCC2)n1
→ -0.2, -9, 0, -1, -10, -1, 0, 1, -20
> O=C1NC(NS(=O)(=O)c2ccc(Cl)cc2)(C(F)(F)F)C(=O)N1Cc1cccnc1 (configuration not stated)
→ ·, 5, -8, -1, -1, 2, -8, 0, 0
> CCn1c(SCC(=O)Nc2ccc(S(=O)(=O)Nc3ccccn3)cc2)nnc1-c1ccncc1
→ 0.6, -3, -10, 0, -5, -7, 1[fluorescence artefact?], -1, -13
> Cc1onc(-c2ccccc2Cl)c1C(=O)Nc1c(C)n(C)n(-c2ccccc2)c1=O
→ -0.8, -6, -13, 2, -9, 1, 7, -3, 7
> C/C(=N\O)c1oc2ccc3c(C)cc(=O)oc3c2c1C
→ 0.4, -7, -2, -11, -15, 22, 19, -2, 3
> CCCn1c(CCC(=O)O)nc2cc(S(N)(=O)=O)ccc21
→ 0.8, -12, ·, 1, -10, 11, -1, 2, -10
> Cc1ccc(Cn2ncc3c(N4CCOCC4)ncnc32)cc1
→ 0.4, -5, -13, 0, 4, 1, -9, -1, -1
> COc1ccc(C(=O)NCC(=O)N/N=C/C(C)=C/c2ccccc2)cc1OC
→ 0.7, 2, -12, 3, -2, 0, 1[fluorescence artefact?], -7, -10
> Cc1sc(/C=C2\C(=O)ON=C2c2ccccc2)cc1Br
→ 0.2, -18, 2, 4, 1, 7, -2, 0, 7
> Cc1cc(C)n(CC(=O)O)n1
→ 0.0, -6, -2, -2, -1, 0, 8[fluorescence artefact?], -1, -10
> CC(C)C(=O)Nc1cc2c(cc1C(=O)c1ccccc1)OCCO2
→ 1.4, -13, 1, 4, 0, -2, -6, 0, -2
> CC(=O)Cc1nsc(NC(=O)c2ccc(Cl)cc2Cl)n1
→ 1.5, -11, -10, -1, -5, 18, -7, 0, -1
> Cn1cccc1/C=N/NC(=O)Cc1cccs1
→ -0.1, -14, -7, -1, -36, 18, -3, -1, -8
> Nc1nncn1C(=O)c1cc(Br)ccc1Cl
→ -0.5, -4, -9, 2, -3, 1, 2, 0, -20
> O=C(CCN1CCN(c2ccccc2)CC1)Nc1ccc2c(c1)OCO2
→ 1.3, -15, 4, -4, 4, -4, 9[fluorescence artefact?], 2, -14
> CCCn1c(NCc2cccs2)nc2ccccc21
→ -0.2, -5, -21, -1, -2, 3, 10[fluorescence artefact?], -3, 3
> O=S1(=O)CCN(Cc2ccccc2Cl)CC1
→ 0.3, -12, -8, 2, 0, -1, -3, -1, -5
> Cc1ccc(C)c(OCc2nnc(NC(=O)c3ccc4c(c3)OCO4)s2)c1
→ -0.1, -17, ·, -11, 1, 33, -1, -2, -13
> CCOC(=O)N1CCN(C(=O)CNS(=O)(=O)c2cccs2)CC1
→ 0.8, -14, -15, -1, -1, 0, 4, 1, -7
> CCN(CC)C(=O)c1n[nH]c(=O)c2ccccc12
→ -0.1, -18, -16, 3, -9, 9, 5, -2, -11
> CC(C)(C)C(=O)Nc1cc2nn(-c3ccccc3)nc2cc1Cl
→ -0.5, -2, -98, 0, 0, -2, 6, -3, -2
> Cc1cc(-c2nsc(=O)o2)c(S(C)(=O)=O)s1
→ 1.5, -7, 2, 4, 0, 10, 6, 31, -13
> Cc1cc(C(=O)COC(=O)CC2Sc3ccccc3NC2=O)c(C)n1-c1cccc(C(F)(F)F)c1 (configuration not stated)
→ -0.7, -61, -5, -19, 23, 2, 1[fluorescence artefact?], -6, -32
> CC1(C)Cc2c(ccc3ccccc23)C(=O)N1
→ 0.4, -5, -26, 2, 0, 2, -8, 0, -4
> C=CCn1cccc(C(=O)Nc2cc(OC)cc(OC)c2)c1=O
→ 1.1, -7, -5, -2, -22, 21, -15, 1, -4
> Nc1c(-c2ccccc2)cnc2cc(-c3ccccc3)nn12
→ 73, 1, -17, -5, -2, 24, -14, 0, 4
> CC1=Nc2ccccc2N=C(NC(=O)c2ccccc2)C1c1ccccc1 (configuration not stated)
→ 0.7, -4, -1, 1, -7, 0, -9, -2, 7
> C/C(=N\NC(=O)CN1CCN(S(=O)(=O)c2ccc(C)cc2)CC1)c1ccc(O)cc1
→ -0.6, -8, -2, -1, -11, 24, 0, -1, -21
> CC(=O)c1ccccc1OCCOCCOCCOc1ccccc1C(C)=O
→ 0.9, -2, -14, 0, -2, 17, -10, -1, -14
> CC(C)(C)NC(=S)NNC(=O)c1ccc2ncccc2c1
→ 1.4, -1, -9, 2, -12, 4, -12, 2, 7
> COc1cccc(CNC(=O)Cn2cc3c(n2)CCCC3)c1
→ 1.4, -17, -11, 0, -9, -1, -1, -1, -16
